AddAB inh: less growth of phage-infected E. coli with AddAB | E. coli expressing H. pylori AddAB, absorbance growth | inhibition, % at 11.9 µM | 330,000 compounds, 0.29% hits; in the data active = inhibition above about 12%;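 note: 0% = vehicle wells of infected cells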
OPRM1-OPRD1 inv: mu-delta opioid heterodimer inverse agonism. inhibition, % at 9.3 µM. cell-based MOR-DOR heterodimer luminescence. 340,000 compounds, 0.21% hits; in the data active = inhibition above about 22%, passing the limit was not always enough;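 note: 0% = cells with DMSO and 100% = wells without cells with DMSO; values of inactives mirror those of a sister screen read the other way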
E coli growth: reduces bacterial viability in AddAB counter-screen; E. coli V3065 growth, OD600 absorbance, 18 h; inhibition, % at 11.9 µM; 330,000 compounds, 0.27% hits; AID 449728;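 active = inhibition above the campaign's mean inhibition across all tested compounds plus 3 SD, cut at about 9.9% in these data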;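 note: uninfected addAB+ strain grown without phage in ampicillin broth; 0% = DMSO wells and 100% = ciprofloxacin 0.95 µg/ml wells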
DSG3 Ab inh: blocks pemphigus antibody binding to human desmoglein-3; P32926; DSG3-coupled beads, scFv-anti-DSG3-GFP binding, flow cytometry; hits give low values; binding (percent of control), % at 10 µM; 310,000 compounds, 0.48% hits;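 active = binding more than 3 SD below its plate's average and above zero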;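 note: hits lower antibody fragment binding to DSG3; some compounds called inactive have numbers as strong as hits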
Target sequence (P32926 whole entry, looked up, the tested form may be a part): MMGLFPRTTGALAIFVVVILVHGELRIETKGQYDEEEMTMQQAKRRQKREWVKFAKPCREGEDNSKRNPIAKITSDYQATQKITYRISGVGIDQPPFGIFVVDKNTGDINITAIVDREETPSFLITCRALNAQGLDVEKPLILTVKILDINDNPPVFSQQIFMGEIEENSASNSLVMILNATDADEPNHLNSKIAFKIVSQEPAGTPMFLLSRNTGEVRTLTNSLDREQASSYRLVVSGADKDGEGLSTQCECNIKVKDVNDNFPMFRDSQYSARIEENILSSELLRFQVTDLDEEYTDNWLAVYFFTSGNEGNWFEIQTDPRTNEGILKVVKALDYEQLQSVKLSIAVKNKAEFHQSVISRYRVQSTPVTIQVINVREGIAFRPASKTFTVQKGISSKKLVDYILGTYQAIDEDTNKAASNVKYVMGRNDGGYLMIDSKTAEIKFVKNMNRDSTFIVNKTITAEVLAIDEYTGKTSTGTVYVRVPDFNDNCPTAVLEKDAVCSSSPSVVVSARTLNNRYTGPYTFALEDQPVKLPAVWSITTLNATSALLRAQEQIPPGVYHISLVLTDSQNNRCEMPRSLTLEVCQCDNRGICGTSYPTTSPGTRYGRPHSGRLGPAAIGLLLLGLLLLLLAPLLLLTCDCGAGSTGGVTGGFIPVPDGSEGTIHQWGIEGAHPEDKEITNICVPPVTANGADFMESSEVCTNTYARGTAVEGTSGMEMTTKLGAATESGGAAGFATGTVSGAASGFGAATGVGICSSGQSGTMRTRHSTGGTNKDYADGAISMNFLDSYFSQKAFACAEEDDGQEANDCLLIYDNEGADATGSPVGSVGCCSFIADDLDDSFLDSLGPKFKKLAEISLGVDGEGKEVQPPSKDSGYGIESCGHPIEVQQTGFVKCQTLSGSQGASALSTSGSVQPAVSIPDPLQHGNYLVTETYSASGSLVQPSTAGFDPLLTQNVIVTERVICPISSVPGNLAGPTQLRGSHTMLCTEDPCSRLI
HTR5A inv ctr: counter-screen for OPRM1-OPRD1 inverse agonists: human HTR5A inverse agonism; P47898; HTR5A cell line, luminescence; inhibition, % at 9.3 µM; 340,000 compounds, 0.083% hits; AID 504634; in the data active = inhibition mostly above about 23%, no sharp cut-off; inactive = mostly below about 18%;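 note: 0% = cells with DMSO and 100% = no-cell wells with DMSO; some compounds called inactive have numbers as strong as hits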
Mot1-301 SUMO: inhibitors of SUMOylation pathway: yeast Mot1-301 growth rescue. S. cerevisiae Mot1-301 growth rescue, ATP luminescence, 38.5C; percent above DMSO median, 100 means doubled. growth rescue, % at 18.8 µM. 320,000 compounds, 1% hits. AID 2716;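 active = every valid replicate shows activation above 250% relative to neutral control wells; inactive = the rest, any valid replicate at or below 250%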;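 note: OY570 slx delta 5 strain wells were the positive control but not used for scaling; some compounds called inactive have numbers as strong as hits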
HTR5A ag: counter-screen for OPRM1-OPRD1 agonists: human HTR5A agonism. P47898. HTR5A agonist assay, luminescence, cell-based. activation, % at 9.3 µM. 340,000 compounds, 0.61% hits; in the data active = activation mostly above about 9.5%, no sharp cut-off; inactive = mostly below about 7.6%;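 note: 0% = cells with vehicle only and 100% = reference agonist; strong numbers were not always called active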
phage Ecoli inh: E. coli growth loss with phage present | growth absorbance | inhibition, % at 11.9 µM | 360,000 compounds, 0.26% hits; in the data active = inhibition above about 11%
MOR-DOR ag: OPRM1-OPRD1 heterodimerization agonism; P35372+P41143; cells, luminescence; activation, % at 9.3 µM; 340,000 compounds, 0.3% hits; in the data active = activation above about 18%;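 note: 0% = vehicle-treated cells and 100% = reference agonist; values of inactives mirror those of a sister screen read the other way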
PfHsp90 set2: reduces growth (ATP signal) of yeast expressing P. falciparum Hsp90; S. cerevisiae expressing PfHsp90, BacTiter-Glo ATP, 48 h; yeast lacking PDR1 and PDR3 efflux regulators; inhibition, % at 9.4 µM; 310,000 compounds, 0.32% hits; AID 504621;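 active = every replicate shows inhibition above about 80%, whatever the replicate mean, limit read from the data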;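 note: 0% = DMSO neutral controls and 100% = 20 µM radicicol positive controls; yeast relying on Plasmodium falciparum Hsp90 in place of its own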
PKA-R1A act: activators of PKA-R1A complex; P00514+P68181; PKA-R1A dissociation, Cy5-IP20 fluorescence polarization; scaled: DMSO 0%, 113 µM cGMP 100%; activation, % at 11.4 µM; AID 504707; 340,000 compounds, 0.083% hits;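 active = percent activation above the mean of all tested compounds plus 3 SD, cut at about 19% in these data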;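 note: higher means more PKAc released from R1A so a rise in polarization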
Active calls of the source: *; / = not tested or not shown.

SMILES	AddAB inh	OPRM1-OPRD1 inv	E coli growth	DSG3 Ab inh	HTR5A inv ctr	Mot1-301 SUMO	HTR5A ag	phage Ecoli inh	MOR-DOR ag	PfHsp90 set2	PKA-R1A act
CCCc1nnc(SCC(=O)N2CCCCC2C)n1CC (stereo unspecified)	1.2	9	-3.9	/	-15	-9	-2	2.0	-1.5	/	11
COC(=O)Cc1c(C(=O)OC)nnn1-c1ccc(OC)cc1	2.0	-1	-2.3	97	3	/	-1	3.3	0.2	11	8
Cc1ccnc(NC(=O)c2cc3ccccc3oc2=O)c1	1.2	12	1.5	121	10	12	0	1.2	-2.4	/	-8
CCCCNC(=O)c1ccc2c(c1)S(=O)(=O)c1ccccc1C2=O	/	-6	/	102	-7	-2	1	4.4	1.1	8	8
OC(COc1ccccc1)CN1CCN(c2ncccn2)CC1 (stereo unspecified)	2.8	10	-1.9	94	-20	333	-1	2.1	-1.9	/	-8
CC(OC(=O)c1cc2ccccc2[nH]1)C(=O)N(C)c1ccccc1 (stereo unspecified)	2.4	-19	-2.8	/	17	8	5	1.2	5.2	3	0
O=C(NCc1ccccc1)c1cc2nc(C3CC3)cc(C(F)(F)F)n2n1	2.3	-23	-2.0	/	11	-8	-4	1.2	3.9	/	-6
CCNc1nc(C23CC4CC(CC(C4)C2)C3)cs1	0.8	-64	-1.6	96	-2	426	1	3.3	11	-3	-4
O=C1C2CC=CCC2C(=O)N1c1ncn[nH]1 (stereo unspecified)	-0.2	7	-3.4	104	-24	-6	-3	0.9	-1.2	-3	2
COC(CN(C(=O)CCl)C(C(=O)NC1CCCCC1)c1ccc(Cl)cc1)OC (stereo unspecified)	2.6	17	0.3	102	12	79	-3	2.4	-3.3	22	-2
CCCCn1c(N)nc2ccccc21	4.8	10	2.3	101	-2	14	1	5.5	-1.8	11	0
Cc1ccc(OCC(=O)Nc2ccc(NC(=O)c3ccco3)cc2)c(C)c1	3.5	-39	1.3	92	-8	1	3	2.5	7.3	16	0
CS(=O)(=O)c1cnc(-c2ccccc2)nc1-c1ccccc1Cl	2.0	2	-0.8	98	2	9	-1	3.1	-0.4	13	-8
O=S1(=O)CCOC[C@H](Cc2ccccc2)N1Cc1cccc(C(F)(F)F)c1	3.4	-67	-1.6	108	10	-8	-1	-0.2	12	/	-6
O=C(CCN1C(=O)/C(=C/c2ccccc2F)SC1=S)NCCc1ccc(O)cc1	1.5	1	0.3	97	-7	49	0	3.5	-0.2	1	4
CCC(C)(C)NC(=O)c1ccc2c(c1)N(CC(=O)N1CCCC1)C(=O)C(C)(C)O2	4.3	7	0.5	110	14	5	-4	0.4	-1.3	-2	11
COC(=O)Cc1ccc(NC(=S)N2CCCC(C)C2)cc1 (stereo unspecified)	-0.2	12	-3.3	101	16	30	1	4.0	-2.6	8	-2
COc1cccc(-c2csc3ncnc(Sc4nnnn4C)c23)c1	3.1	14	-2.2	104	12	-7	3	-0.6	-2.5	-32	1
COc1ccc(NS(=O)(=O)c2cc(NC(=O)c3cccnc3Cl)ccc2N2CCCC2)cc1	1.1	2	-1.9	87	9	/	7	1.1	-0.4	-21	-4
CCN(C(=O)CN1CCCCC1)C1(C)C(=O)c2ccccc2C1=O	0.2	10	-0.3	88	7	10	-3	4.9	-1.6	-8	6
CCOC(=O)c1ccc(Cl)c(NC(=O)c2ccc(-c3ccccc3)cc2)c1	1.6	11	-0.2	97	-19	2	-2	2.2	-1.9	1	-13
COc1ccc(-c2c(C#N)sc(C(N)=O)c2-c2ccc(OC)cc2)cc1	-3.3	16	-6.7	109	-28	76	-8	0.3	-3.0	-15	-9
COc1ccc(CN2C(=O)c3cccnc3C2Nc2cc(Cl)c(OC)cc2OC)cc1 (stereo unspecified)	-2.1	17	-0.2	96	-6	37	2	3.7	-3.2	-24	2
COc1ccc(S(=O)(=O)N(C)CC(=O)NCCc2ccccc2)cc1OC	1.0	13	2.7	96	-7	-15	2	-2.3	-2.6	9	-2
CCC1CC2(C)NC(=O)c3c(sc4c3CC(C)(C)OC4)N2C1=O (stereo unspecified)	/	4	/	96	5	/	-3	0.0	-0.8	-16	-5
CCN1C(=O)[C@H]2[C@@H](c3ccc(-c4ccccc4)cc3)N[C@@](C)(C(=O)OC)[C@H]2C1=O	4.8	16	-0.5	105	9	13	0	1.1	-3.4	-5	1
COc1cc2c3nc4n(c(=O)c3n(CC(=O)NCC3CCCO3)c2cc1OC)CCS4 (stereo unspecified)	3.1	-1	3.9	93	-3	-13	1	1.3	0.2	-21	-4
COc1ccccc1[C@@H]1C(c2ccccc2)=NN(c2ccccc2)[C@H]1C(=O)N1CCOC1=O	-1.1	-1	-0.7	99	5	/	-1	2.0	0.4	-14	-1
Cc1ccc(-c2nnn(CC(=O)N(CC(=O)NC3CCCC3)c3cccc(F)c3)n2)o1	1.0	4	1.9	98	-27	-10	1	2.0	-0.6	-10	4
Cc1ccc(S(=O)(=O)NCCCC(=O)N2CCC(C)CC2)cc1	5.0	16	-0.7	123	-7	5	2	2.4	-3.3	4	3
O=C(NCc1ccco1)c1cccc2c1C(=O)N(C1CCCCC1)C2	0.2	-6	0.7	84	12	-1	1	3.8	1.1	-9	0
CN(C)C(=O)C(=O)c1cccn1-c1cccc(Cl)c1C#N	0.1	17	1.8	98	3	3	-1	4.2	-3.3	-12	-9
Cn1ncc2c(NNC(=O)c3ccc(Cl)cc3Cl)ncnc21	1.1	18	-0.8	98	-6	1	2	1.8	-3.0	-20	-9
CC1(C)CC(=O)C2=C(C1)OC(N)=C(C#N)C2C1C=CCCC1 (stereo unspecified)	3.7	6	0.5	/	8	-12	-1	2.5	-1.4	-22	5
O=c1cc(-c2ccc(Cl)c(Cl)c2)[nH][nH]1	0.2	-2	-2.7	97	20	5	1	1.0	0.3	13	-5
CC(C)CCNC(=O)C1CCC(CNc2c(N3CCC(C)CC3)c(=O)c2=O)CC1 (stereo unspecified)	-2.0	8	-2.3	100	2	-9	-1	2.3	-1.5	-10	-10
CC(=O)c1ccc(N2CCN(c3ccc(S(=O)(=O)NCCCN(C)C)cc3[N+](=O)[O-])CC2)cc1	1.5	5	-4.8	108	10	/	2	5.0	-1.0	14	-14
CCN(Cc1ccccc1)c1ccc(N=Nc2nn(C)c(C)c2[N+](=O)[O-])cc1	0.2	24	-0.7	104	23	-5	-7	3.8	-4.5	-21	5
CC1=C(C(=O)Nc2ccccn2)C(c2cccnc2)n2nnnc2N1 (stereo unspecified)	4.0	0	2.4	100	-3	-22	-3	3.0	0.0	6	8
Nc1ccc(/C=C/C(=O)c2cccs2)cc1	6.3	13	-1.4	109	-5	19	2	3.8	-2.2	4	-6
O=[N+]([O-])c1cc(/C=N/O)ccc1N1CCCC1	0.3	17	-0.7	90	19	1	-2	3.7	-3.4	-9	-12
O=C(NCc1n[nH]c(=S)n1-c1ccc([N+](=O)[O-])cc1)c1ccc(S(=O)(=O)N2CCOCC2)cc1	0.5	-21	-1.8	103	26	6	8	4.1	3.1	2	5
O=C(NNC(=O)c1cc2ccccc2o1)c1ccc(Cl)cc1	1.5	14	3.9	113	11	3	-1	1.8	-2.7	10	3
CCOC(=O)C1CCN(C(=O)CC(NS(=O)(=O)c2ccc(OC)cc2)C(C)C)CC1 (stereo unspecified)	2.1	9	-1.0	101	-1	14	-1	/	-2.0	-17	1
COc1ccc(C(=O)NC2CCN(C(=O)NC3CCCCC3)CC2)cc1	-1.0	-2	-0.6	101	4	-2	-4	1.4	0.3	5	-1
FC(F)(F)c1ccc(Oc2ccc3cc(Br)ccc3c2)nc1	1.2	-15	-2.2	102	0	-2	0	4.3	2.9	18	-6
O=C(c1ccc(Br)cc1)N1CCN(c2ncccn2)CC1	-0.1	3	-0.8	121	13	-13	-1	5.5	-0.6	2	15
O=C(NCc1nc2ccccc2[nH]1)C1=C[C@H](c2ccc3c(c2)OCO3)C[C@H](OCCCCO)O1	3.0	4	2.8	105	-26	6	9	3.0	-0.8	9	-11
COC(=O)c1c(-c2ccc(OC)cc2)sc2ccc(OC)cc12	3.8	5	0.0	98	1	29	8	3.5	-1.2	4	-15
CCCCC(C(=O)NC1CCCC1)N(Cc1ccccc1)C(=O)c1snc(C(N)=O)c1N (stereo unspecified)	0.6	-14	-3.3	103	14	-24	-1	0.4	2.6	8	2
COc1cccc(NC(=S)N(CCc2ccc(OC)c(OC)c2)Cc2ccccn2)c1	-1.2	9	-3.0	103	-5	10	2	-2.3	-1.6	11	-16
Cc1ccc(NC(=O)CCc2nnc3ccc(NCc4ccco4)nn23)cc1	3.0	14	-1.9	99	-6	6	2	1.3	-2.6	-10	4
Cc1ccc(OCC(O)CN2C(=O)NC(C)(C)C2=O)c(C)c1 (stereo unspecified)	-2.4	2	-0.3	82	-3	129	9	4.7	-0.3	15	-5
COc1ccc(N2CCN(Cc3cc(=O)oc4cc(C)c(Cl)c(C)c34)CC2)cc1	3.6	-20	-0.6	117	12	-7	2	2.5	4.3	-6	10
O=C(O)COc1ccc(/C=N/n2cnc3scc(-c4cccs4)c3c2=O)cc1	-1.3	14	-1.8	100	1	-14	0	3.3	-2.7	-2	0
Cc1ccc(NC(=O)N2CCc3ccccc32)cc1C	2.4	-8	1.1	86	-7	3	3	5.2	1.2	-23	3
CC(Sc1nnc(C(F)(F)F)n1C)C(=O)Nc1ccc(S(N)(=O)=O)cc1 (stereo unspecified)	-0.8	14	0.8	87	0	7	6	2.6	-2.7	-11	-6
CCC(C)[C@H](N)c1nnc(SCC(=O)c2ccc(Cl)cc2)o1 (stereo partly specified)	0.8	3	-2.1	99	-15	-6	-6	1.6	-0.5	5	-20
Cc1cc(C)c(N=C2C(=O)Nc3ccccc32)c(C)c1	0.0	48*	-0.2	95	19	0	-5	3.0	-8.6	2	-8
OCC(O)/C=N/Nc1nc2ccccc2s1 (stereo unspecified)	1.7	2	0.0	105	7	9	-2	2.7	-0.3	-13	-2
COc1ccc(N2C(=O)CSC23C(=O)Nc2ccccc23)cc1OC (stereo unspecified)	-1.2	-13	0.1	100	0	3	0	2.8	2.1	3	1

Source: PubChem BioAssay (several laboratories)
